LYP inhibition – inhibitors of LYP phosphatase, biochemical, fluorescence intensity, uHTS (AID 1779); recombinant LYP phosphatase, fluorescence intensity; higher % means a stronger effect; inhibition, % at 11.5 µM, or IC50 in µM where a hit was titrated; 290,000 tested, 0.054% active; in the data active means inhibition above about 50%;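 further: plate controls were vehicle with enzyme for no effect and no enzyme for full effect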
Rac1 GTP hydrolysis – MgcRacGAP GTPase-activating activity inhibitors, confirmation, biochemical, ADP Hunter fluorescence | Rac GTPase-activating protein 1 (Homo sapiens) | MgcRacGAP-stimulated Rac1 GTP hydrolysis, ADP Hunter fluorescence; higher % means a stronger effect; GST-tagged Rac1 F28L mutant substrate | one-dose inhibition, % at 30 µM; IC50 in µM for titrated hits | 340,000 tested, 0.6% active | AID 624330, 2012;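 active means first-screen hits whose inhibition reached a set limit at any dose in the follow-up dose series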;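 further: fluorescence reports GDP produced by GAP-driven GTP hydrolysis; strong numbers were not always called active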
Lipid droplet – inhibitors of hepatocyte lipid droplet formation, primary screen, imaging, high-throughput imaging, BODIPY stain; AML12 mouse hepatocytes, oleate lipid droplets; inhibition, % at 6.5 µM; 240,000 tested, 0.4% active; AID 1656, 2009;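 active means lipid droplet intensity inhibited by at least 50%, with more than 500 cells counted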
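Assay system: AML12 mouse liver cells | Compound dosing: One dose, 6.5 µM compound | Read-out basis: Droplet intensity reduction, % inhibition | Measured by: Fluorescence imaging, 20x objective, two fields per well | Schedule: Overnight treatment with compound plus oleate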
GPR55 activation – GPR55 agonists via beta-arrestin recruitment, primary screen, imaging, U2OS cells, beta-arrestin-GFP redistribution (AID 1961). 290,000 tested, 0.048% active. activation, % at 10 µM, or EC50 in µM where a hit was titrated. U2OS GPR55 beta-arrestin-GFP redistribution imaging; higher % means a stronger effect. G-protein coupled receptor 55 (Homo sapiens);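 active means activation above 40% with more than 50 cells counted in the well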;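 further: U2OS osteosarcoma cells stably expressing GPR55 and beta-arrestin-GFP; plate controls were DMSO negative control for no effect and LPI positive control for full effect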
GPR35 antagonists – GPR35 antagonists blocking zaprinast-driven arrestin recruitment, primary screen, imaging, U2OS, beta-arrestin-GFP, zaprinast agonist (AID 2058); inhibition, % at 10 µM, or IC50 in µM where a hit was titrated; 290,000 tested, 0.052% active; U2OS GPR35 beta-arrestin-GFP translocation imaging, zaprinast antagonism; higher % means a stronger effect; G-protein coupled receptor 35 (Homo sapiens);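 active means inhibition of at least 50% with at least 30 cells and total cytoplasm GFP at most 10,000,000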
Large T inhibition – SV40 large T antigen inhibitors, biochemical (AID 1903); inhibition, % at 20 µM; hits with a dose series show IC50 in µM; SV40 large T antigen ATPase/helicase inhibition assay; higher % means a stronger effect; 310,000 tested, 0.39% active; in the data active means a potency from the dose series; further: strong numbers were not always called active
GPR55 LPI antagonism – GPR55 antagonists blocking LPI-driven arrestin recruitment, primary screen, imaging, U2OS, beta-arrestin-GFP, LPI agonist (AID 2013). 290,000 tested, 0.13% active. one-dose inhibition, % at 10 µM; IC50 in µM for titrated hits. G-protein coupled receptor 55 (Homo sapiens). U2OS GPR55 beta-arrestin-GFP translocation imaging, LPI antagonism; higher % means a stronger effect;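 active means spots per cell inhibited over 60%, with over 100 cells counted and total cytoplasm intensity under 500,000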;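 further: U2OS cells stably carrying GPR55 and arrestin-GFP stimulated by 5 µM LPI near EC80; imaged beta-arrestin-GFP aggregate spots per cell after agonist stimulation; plate controls were LPI-stimulated DMSO wells for no effect and DMSO wells without LPI for full effect; some results filed as inactive read as strong as hits; confirmed hits need IC50 under 10 µM and bright autofluorescent wells are also inconclusive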
NTR1 agonist – agonists of NTR1, primary screen, imaging, U2OS cells, beta-arrestin-GFP, high content (AID 493036); activation, % at 20 µM; NTR1-U2OS beta-arrestin-GFP spot imaging, agonist mode; 330,000 tested, 0.17% active; Neurotensin receptor type 1 (Homo sapiens), P30989;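 active means activation at or above 40% of the spot to cytoplasm intensity ratio, with at least 20 cells analyzed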;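 further: 0% = DMSO without peptide and 100% = 100 nM NTR1 peptide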
Target sequence (P30989 whole entry, looked up): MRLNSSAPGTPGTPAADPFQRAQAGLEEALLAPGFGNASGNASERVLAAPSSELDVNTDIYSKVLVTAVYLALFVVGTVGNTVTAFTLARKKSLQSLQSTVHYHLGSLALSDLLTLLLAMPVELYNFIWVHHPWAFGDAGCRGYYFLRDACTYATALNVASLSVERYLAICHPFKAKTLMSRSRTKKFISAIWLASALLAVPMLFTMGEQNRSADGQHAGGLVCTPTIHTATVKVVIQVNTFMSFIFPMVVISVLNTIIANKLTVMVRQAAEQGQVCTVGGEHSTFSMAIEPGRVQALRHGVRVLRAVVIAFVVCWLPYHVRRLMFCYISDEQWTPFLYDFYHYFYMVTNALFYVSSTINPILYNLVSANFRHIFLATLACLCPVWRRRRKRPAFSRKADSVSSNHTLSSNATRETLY
T cell HTS – modulators of CD8 T cell-vesicle binding, primary screen, mouse 2C CD8+ T cells, flow cytometry; 2C CD8+ T cell-vesicle binding; stronger effect = lower value; calls only at 7 µM; 330,000 tested, 0.068% active; AID 2052, 2009;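 active means response, share of CD8 T cells binding vesicles, and their 90th percentile fluorescence all below set limits, cut at about 80% in these data, passing the limit was not always enough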
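Material: murine 2C transgenic CD8+ T lymphocytes / Also added: QL9-peptide-loaded Drosophila micro-vesicles bearing Ld, ICAM-1 and B7-1 / Schedule: binding step 1.5 h, 37 °C, antibody labelling 20 min, ice / Signal: flow cytometry, PE anti-B7-1 (FL2) versus Alexa647 anti-CD8 (FL8), PFA-fixed / Evaluation: percent CD8+ FL2 mean versus row control / Benchmarks: naked versus QL9-loaded vesicles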
Lipid droplet cells 6.5 µM – recorded beside Lipid droplet, whose call it bears; cell count; measured here: cell count, cytotoxicity flag;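 cells counted across two imaged fields per well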
T cell HTS vesicle-bound % – also measured in T cell HTS; calls as there; double positive events, %; measured here: CD8+ vesicle-bound cell fraction;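 binding gate set so that unloaded-vesicle control wells show 10% double positive cells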
NTR1 agonist cell count 20 µM – further read-out of NTR1 agonist, marked with its call; cell count; measured here: cell count, cytotoxicity flag
* marks the source's active call; other numbers are inactive results; i = inactive; . = not tested or not shown.

smiles | GPR55 LPI antagonism | T cell HTS vesicle-bound % | GPR55 activation | Rac1 GTP hydrolysis | T cell HTS | Large T inhibition | LYP inhibition | Lipid droplet | GPR35 antagonists | Lipid droplet cells 6.5 µM | NTR1 agonist | NTR1 agonist cell count 20 µM
CC(C)Oc1cccc(C(=O)C2CCCN(S(C)(=O)=O)C2)c1 (stereo not given) | -8% | 36 | -0.3% | -13% | i | -3% | -6% | 0 | -2% | 666 | 1.4 | 29
c1ccc(Nc2nc(CSc3ncn[nH]3)cs2)cc1 | -5% | 7 | -0.5% | 3% | i | 3% | -5% | 2 | 4% | 720 | -0.6 | 50
CN(C)c1ccc(C(CNS(=O)(=O)c2ccc(F)c(F)c2)c2c[nH]c3ccccc23)cc1 (stereo not given) | -12% | 16 | -0.3% | 8% | i | 8% | 13% | 14 | -4% | 564 | 20 | 50
CCn1c(CNC(=O)Cc2ccc(OC)cc2)nnc1SCC(=O)NC1CCCCC1 | 12% | 11 | -0.1% | 3% | i | -3% | -1% | -2 | -10% | 767 | 2.1 | 91
OCCN1CCN(c2ncnc3sc(-c4ccccc4)cc23)CC1 | 12% | 41 | -0.1% | 26% | i | 9% | 4% | 5 | -9% | 686 | -1.2 | 47
COc1ccc(-n2c(O)c(/C=C3\C=Nc4ccccc43)c(=O)[nH]c2=O)cc1 | 7% | . | 0.5% | 2% | . | . | -5% | . | 9% | . | 8.0 | 62
CC(C)CC(C(=O)NC1CCCCC1)N(Cc1ccccc1)C(=O)c1snc(C(N)=O)c1N (stereo not given) | -10% | 46 | 0.0% | -3% | i | 5% | -7% | -8 | -7% | 827 | 0.7 | 52
O=C(COC(=O)c1ncc(Cl)c(Cl)c1Cl)NC(=O)NCc1ccccc1 | -19% | 46 | 1.1% | 5% | i | -1% | 0% | 2 | 19% | 699 | 3.5 | 64
O=C(CCSc1nnc(-c2ccncc2)o1)Nc1cccc2ccccc12 | -3% | 46 | 0.6% | 3% | i | 10% | -6% | -1 | 8% | 701 | -0.1 | 44
Cc1ccc(N/N=C/c2ccc3c(c2)OCCO3)cc1Cl | -4% | 50 | -0.1% | 3% | i | 11% | 14% | 38 | -2% | 725 | -0.2 | 57
CCCN=Cc1sc2ccc(OCC)cc2c1O | -2% | 18 | 0.2% | 25% | i | 3% | -8% | . | -4% | . | 0.9 | 44
CCOc1ccccc1N(CC(=O)Nc1cc(OC)ccc1OC)S(C)(=O)=O | 7% | 40 | 0.2% | 9% | i | 7% | -4% | -12 | -4% | 751 | -2.1 | 82
O=S(=O)(c1cccc(S(=O)(=O)N2CCOCC2)c1)N1CCCCC1 | -16% | 43 | -0.2% | 7% | i | 7% | -8% | 4 | 10% | 776 | 0.4 | 97
COc1ccc(C(=O)NC(=S)NNC(=O)COc2ccccc2)cc1 | -4% | 48 | -0.1% | 10% | i | 6% | -3% | 2 | -2% | 679 | 0.1 | 90
CCOC(=O)c1cc2c(=O)n3ccccc3nc2n(C(C)C)c1=NC(=O)c1c(-c2c(F)cccc2Cl)noc1C | -16% | 53 | 0.2% | 0% | i | -5% | 3% | 9 | 4% | 640 | 10 | 49
COc1ccc(/C=N/n2c(SC)nnc(C(C)(C)C)c2=O)cc1OC | 4% | 1 | -0.1% | 14% | i | 7% | -6% | 12 | -14% | 851 | -0.6 | 47
CC(C)NC(=O)CSc1nncn1-c1ccccc1 | 0% | 31 | 0.3% | 7% | i | 3% | -3% | . | 7% | . | -1.9 | 82
O=C(CN(Cc1cccs1)C(=O)CCC(=O)Nc1nccs1)NCc1ccccc1 | 10% | 39 | -0.4% | 1% | i | -6% | -2% | -45 | 3% | 682 | 1.2 | 55
Cc1cccc(NC(=O)Cn2c(=O)n(C)c3ccccc32)c1 | 10% | 44 | -0.1% | 14% | i | 6% | -4% | 3 | 17% | 680 | -0.2 | 54
c1ccc2c(c1)CSc1sccc1C2=C1CCNCC1 | 28% | 43 | -0.3% | 7% | i | 9% | -11% | 4 | 5% | 541 | 3.8 | 36
CCc1nnc(NC(=O)CCC(=O)N2CCN(Cc3cc(Cl)ccc3OC)CC2)s1 | -12% | 27 | 0.6% | 9% | i | 10% | -11% | . | 7% | . | -2.0 | 54
N#Cc1c(N)n(-c2cccc(C(=O)O)c2)c2nc3ccccc3nc12 | 16% | 53 | -0.3% | 8% | i | 8% | -18% | -3 | -5% | 721 | 0.1 | 55
O=C(O)c1ccc(CN(c2ccccc2)S(=O)(=O)c2ccccc2)cc1 | 9% | 67 | 0.2% | 0% | i | 9% | -4% | 12 | -5% | 886 | 0.4 | 59
C/C(=N\NC(=S)NCCc1ccccc1)c1ccc(O)cc1O | -4% | 8 | -0.1% | 30% | i | 21% | 2% | 9 | 18% | 816 | -0.3 | 43
COc1ccc(N(CC(=O)NCCSCc2ccco2)S(=O)(=O)c2ccccc2)cc1 | 3% | 59 | -0.1% | 5% | i | 0% | -4% | 5 | 6% | 693 | 3.1 | 51
CCOC(=O)c1cc(CC)sc1NC(=O)c1cc(OC)c(OC)c(OC)c1 | 4% | 13 | -0.1% | 18% | i | 4% | -3% | 14 | 7% | 727 | 8.3 | 60
Cc1c(C(=O)OC(C)C)sc2nc[nH]c(=O)c12 | -2% | 46 | -0.1% | 8% | i | 9% | -2% | 4 | 14% | 843 | 0.4 | 49
CCCc1cc(=O)oc2c3c(cc(OCC(=O)NCCCn4ccnc4)c12)OC(C)(C)CC3 | 7% | 23 | 0.2% | 2% | i | 19% | -19% | -11 | -4% | 786 | -0.4 | 84
CCOc1cc(C2C(C#N)=C(N)OC3CCCC(=O)C32)ccc1OCCN1CCOCC1 (stereo not given) | 6% | 14 | -0.2% | 10% | i | 13% | -4% | . | -2% | . | -0.2 | 73
COc1cc(CN2CCC(C(=O)N3CCN(c4ccccc4F)CC3)CC2)cc(OC)c1O | 8% | 8 | 0.1% | 23% | i | 28% | -6% | . | 7% | . | -3.4 | 105
CC(/C=C1\SC(=S)N(CCC(=O)Nc2nc(C)cs2)C1=O)=C\c1ccccc1 | 6% | 38 | 0.0% | 14% | i | 9% | 1% | -7 | 0% | 679 | 1.8 | 65
O=C(CSc1cccc2cccc(Cl)c12)OCC(=O)N1CCN(C(=O)c2ccco2)CC1 | 10% | 30 | -0.1% | 6% | i | 6% | 0% | -5 | 7% | 742 | -3.2 | 23
CC(C)N(Cc1ccccc1)C(=O)c1cccs1 | 10% | 41 | 0.5% | 7% | i | 16% | -6% | -2 | -18% | 673 | 0.8 | 50
O=C(CCNS(=O)(=O)c1ccccc1)N1CCCCCC1 | 10% | 63 | -0.1% | 3% | i | -2% | -11% | -4 | -3% | 887 | 0.3 | 71
Cc1ccccc1NC1=C(Cl)C(=O)OC1OC(=O)c1ccccc1C (stereo not given) | 2% | 54 | 0.1% | 3% | i | 18% | 2% | -6 | 6% | 666 | 4.4 | 47
Cc1ccc(NC(=O)CNc2ccc(OC(C)C)cc2)c(C)c1 | -5% | 53 | 0.0% | 2% | i | 24% | 0% | -4 | -11% | 721 | -0.9 | 81
Cc1cc(Nc2ccccc2)n(C(=O)c2ccccc2)n1 | 2% | 17 | 0.3% | 12% | i | 18% | -1% | -9 | -8% | 754 | 1.4 | 41
c1ccc(Cc2nnc3sc(-c4cccnc4)nn23)cc1 | 6% | 15 | 0.1% | 9% | i | 19% | 0% | -5 | 5% | 679 | 0.0 | 78
N/C(Cc1ccc(Cl)c(Cl)c1)=N\OC(=O)c1cccs1 | 9% | 36 | -0.1% | 6% | i | 0% | 2% | . | 5% | . | 5.1 | 83
CC(=O)Nc1ccc(OCC(O)CN2CCN(c3cccc(Cl)c3)CC2)cc1 (stereo not given) | 8% | 14 | 0.5% | 10% | i | 10% | -1% | -4 | 14% | 675 | -3.1 | 54
c1cnc2ccc(C(c3nnnn3C3CCCC3)N3CCN4CCCC4C3)cc2c1 (stereo not given) | 14% | 38 | 0.0% | 14% | i | 14% | -6% | . | 0% | . | -1.8 | 83
COc1ccc(C)cc1S(=O)(=O)Nc1cc2c3c(c1)CCN3C(=O)CC2 | . | 54 | . | 16% | i | 2% | . | . | . | . | 0.3 | 68
CCn1c(COc2ccccc2C)nnc1SCC(=O)O | -1% | 33 | 0.2% | 10% | i | 0% | -6% | . | 3% | . | -0.3 | 81
COc1cccc(C2(c3cccc(OC)c3)CC2C(=O)Nc2cccc3ccccc23)c1 (stereo not given) | 0% | 50 | -0.3% | 3% | i | -5% | 10% | 29 | -4% | 646 | 3.2 | 45
Cc1ccc(NC(=O)C2COc3ccccc3O2)cc1 (stereo not given) | 1% | 42 | 0.0% | 5% | i | 12% | -4% | 7 | 3% | 801 | -0.4 | 47
COCC(C)NC(C(=O)Nc1ccc(Cl)c([N+](=O)[O-])c1)c1ccccc1 (stereo not given) | 5% | 28 | -0.1% | 25% | i | 0% | -3% | -24 | 5% | 624 | 0.1 | 35
CS(=O)(=O)N1CCN(C(=O)c2ccc3c(c2)OCCO3)CC1 | -20% | 42 | -0.2% | 14% | i | 8% | -8% | 0 | 9% | 798 | 0.1 | 68

Not a hit list; about 1.8% have a hit in one of these screens.
